SSB-PriA inh – inhibitors of Klebsiella pneumoniae PriA binding to SSB C-terminal tail, primary screen, biochemical, AlphaScreen | PriA–SSB C-terminal tail interaction (Klebsiella pneumoniae) | AlphaScreen SSBct-PriA binding, biotinylated peptide | inhibition, % at 33 µM | 0.6% of 430,000 active | AID 1272365, 2023; in the data active = inhibition mostly above about 37%, no sharp cut-off; inactive = mostly below about 20%;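 note: plate controls were negative control peptide for no effect and reference peptide for full effect; strong numbers were not always called active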
BoNT-A LC inh2 – BoNT/A light chain protease inhibitors, primary screen, biochemical, flow cytometry, MLPCN library; Botulinum neurotoxin type A light chain protease (Clostridium botulinum A str. ATCC 3502); multiplex microsphere protease substrate cleavage; inhibition, % at 10 µM; 0.17% of 360,000 active; AID 588499, 2011; note: plate controls were buffer without enzyme for full effect and enzyme alone for no effect
CCHF vOTU inh – CCHFV vOTU protease inhibitors, primary screen, biochemical, Pep-AMC substrate, fluorescence; 0.55% of 370,000 active; inhibition, % at 11.5 µM; AID 651958, 2012; in the data active = inhibition above about 30%; note: 0% = vehicle wells with enzyme and 100% = no enzyme wells
Anthrax LF prot – Bacillus anthracis LF protease inhibitors, primary screen, biochemical, multiplex microsphere, MLPCN library; Lethal factor (Bacillus anthracis), P15917; multiplex microsphere protease cleavage assay; inhibition, % at 10 µM; 0.12% of 360,000 active; AID 588501, 2011; note: plate controls were buffer without enzyme for full effect and enzyme alone for no effect
Target sequence (P15917 whole entry, looked up): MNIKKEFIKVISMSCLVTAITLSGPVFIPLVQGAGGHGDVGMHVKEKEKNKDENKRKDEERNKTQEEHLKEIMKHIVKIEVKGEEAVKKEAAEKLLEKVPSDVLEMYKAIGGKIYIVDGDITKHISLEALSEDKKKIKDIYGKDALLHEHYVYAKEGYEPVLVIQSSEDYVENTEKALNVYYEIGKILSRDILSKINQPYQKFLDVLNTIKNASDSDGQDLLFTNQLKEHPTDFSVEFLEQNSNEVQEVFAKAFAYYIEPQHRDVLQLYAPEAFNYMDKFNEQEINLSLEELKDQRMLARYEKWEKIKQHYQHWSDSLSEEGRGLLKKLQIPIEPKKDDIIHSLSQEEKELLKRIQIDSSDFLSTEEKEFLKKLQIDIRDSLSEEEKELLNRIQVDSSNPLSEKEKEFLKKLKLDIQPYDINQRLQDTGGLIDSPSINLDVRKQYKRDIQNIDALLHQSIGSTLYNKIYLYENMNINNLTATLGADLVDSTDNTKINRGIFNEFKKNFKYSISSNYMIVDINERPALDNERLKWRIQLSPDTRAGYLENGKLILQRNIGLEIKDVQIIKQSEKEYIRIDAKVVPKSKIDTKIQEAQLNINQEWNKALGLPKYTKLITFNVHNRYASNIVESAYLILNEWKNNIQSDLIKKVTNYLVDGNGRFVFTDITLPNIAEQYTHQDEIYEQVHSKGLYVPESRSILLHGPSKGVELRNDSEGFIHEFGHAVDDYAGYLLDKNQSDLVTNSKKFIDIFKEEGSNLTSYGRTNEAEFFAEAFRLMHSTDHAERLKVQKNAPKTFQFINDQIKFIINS
BoNT F protease – BoNT/F light chain protease inhibitors, primary screen, biochemical, flow cytometry, MLPCN library | inhibition, % at 10 µM | 0.22% of 360,000 active | Botulinum neurotoxin type F light chain protease (Clostridium botulinum) | Multiplex microsphere protease cleavage assay; in the data active = inhibition above about 35%, passing the limit was not always enough; inconclusive = no clear call, values can overlap the other calls; note: plate controls were buffer without enzyme for full effect and enzyme alone for no effect
3CLpro inhibitor – SARS-CoV 3CLpro protease inhibitors, primary screen, biochemical, quenched FRET; inhibition, % at 6 µM; recombinant SARS-CoV 3CLpro, quenched FRET peptide cleavage; 0.14% of 290,000 active; Replicase polyprotein 1ab (Severe acute respiratory syndrome coronavirus), P0C6X7; in the data active = inhibition above about 12%
MazF activator – activators of E. coli MazEF toxin-antitoxin RNase, primary screen, biochemical, fluorescence, uHTS; Endoribonuclease toxin MazF (Escherichia coli (strain K12)), P0AE70; FAM/BHQ RNA-DNA oligo cleavage fluorescence, 5 h; activation, % at 20 µM; 0.32% of 350,000 active; in the data active = activation above about 50%
PrPC surface inh – inhibitors of human cell surface prion protein PrPC, primary screen, cell-based, TR-FRET; Major prion protein (Homo sapiens), P04156; TR-FRET read-out; inhibition, % at 13.8 µM; 0.43% of 370,000 active; in the data active = inhibition above about 24%; note: 0% = median of the test wells and 100% = reference compound wells
VHR inh abs – VHR1 phosphatase inhibitors, primary screen, biochemical, absorbance, uHTS | Dual specificity protein phosphatase 3 (Homo sapiens), P51452 | recombinant VHR phosphatase, pNPP absorbance | inhibition, % at 13.3 µM | 0.52% of 290,000 active | AID 1654, 2009; in the data active = inhibition above about 50%; note: some compounds called inactive have numbers as strong as hits
Rv3671c inh – Rv3671c serine protease inhibitors, primary screen, biochemical, fluorescence polarization, M. tuberculosis H37Rv | inhibition, % at 5.96 µM | 0.048% of 320,000 active; in the data active = inhibition above about 38%;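 note: extracellular domain of Rv3671c used as enzyme; 0% = enzyme with DMSO and 100% = no enzyme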
* hit, by the source's call; i = inactive; ? = inconclusive; · = no result given; & = joins results of further samples. Cut-off read from the data, not from the text of the source, unless noted: active = inhibition above about 30%; inconclusive = no clear call, values can overlap the other calls; inactive = below that.

SMILES | SSB-PriA inh | BoNT-A LC inh2 | CCHF vOTU inh | Anthrax LF prot | BoNT F protease | 3CLpro inhibitor | MazF activator | PrPC surface inh | VHR inh abs | Rv3671c inh
CC1CCN(C(=S)NC(=O)c2ccco2)CC1 | -16 | 2.1 | 11 | -3 | -2 | 4 | 4 | 1 | 14 | -2
CCCS(=O)(=O)N1CCC(C(=O)NC2CCC(C)CC2)CC1 (centres undefined) | -7 | 0.0 | 19 | 0 | 5 | 2 | 8 | 5 | 5 | -8
O=C(Nc1ccc(S(=O)(=O)NCC2CCCO2)cc1)c1ccc(F)cc1 (centres undefined) | -2 | -1.1 | 14 | -1 | -9 | -1 | 0 | 9 | -30 | -4
COc1cc(CNCc2cccs2)ccc1OCc1cccs1 | -19 | -0.1 | 5 | -8 | -19 | 3 | -1 | 2 | 31 | 4
Cc1nc2c(ccc3nc(NC(=O)C(c4ccccc4)c4ccccc4)sc32)s1 | 6&1 | -0.7 | 10 | 12 | -9 | 1 | -14 | 5 | 4 | -147
CCCc1cc(-c2nc(-c3ccc(Cl)cc3)cs2)ccn1 | -9 | -1.6 | -1 | -6 | -19 | -4 | -5 | -10 | 17 | -5
COc1ccc(C(=O)Nc2ccccc2C)cc1S(=O)(=O)N1CCOCC1 | 6 | -0.6 | 5 | 1 | 3 | -4 | 12 | -2 | -15 | 1
Cc1oc2ccc(NS(=O)(=O)c3cccc4cccnc34)cc2c1C(=O)OC(C)C | -7&-1 | -0.1 | 10 | 0 | -3 | 0 | -3 | 1 | 5 | -20
C(=N\n1cnnc1)/c1ccc(OCc2ccccc2)cc1 | · | 1.2 | -11 | 0 | 6 | 4 | -2 | -3 | 15 | -4
CCCCCCCCn1c(N2CCN(c3cccc(Cl)c3)CC2)nc2c1c(=O)[nH]c(=O)n2C | -7 | -0.1 | -1 | 5 | 0 | 7 | -2 | -2 | -25 | 3
NC(=O)C1CCN(C(=O)CCSCc2ccc(Cl)c(Cl)c2)CC1 | -1 | -2.9 | 9 | 2 | -20 | 2 | 3 | 5 | 5 | 6
Cc1ccc(N2CC(C(=O)N3CCC(C(=O)Nc4cccc(Br)c4)CC3)CC2=O)cc1 (centres undefined) | -5 | -0.9 | -1 | 12 | -12 | -2 | -1 | -12 | 16 | 3
Cc1ccc2ncnc(Oc3ncccc3[N+](=O)[O-])c2c1 | 5 | · | -12 | · | · | 4 | -3 | -14 | 18 | 3
Cc1nc(CCNC(=O)C2CCC(=O)N(Cc3cccc(F)c3)C2)sc1C (centres undefined) | 7 | -0.6 | 2 | -1 | -2 | 3 | 5 | 6 | 13 | -5
Cc1cc(C(=O)N2CCCC(Nc3ccc(C(C)C)cc3)C2)nn1C (centres undefined) | -17 | -7.1 | 5 | 1 | -8 | 4 | -3 | -2 | 27 | -6
CCOc1ccc(C(=O)Nc2ccc(S(=O)(=O)N3CCN(C)CC3)cc2)cc1 | -2 | 1.8 | -1 | 9 | -13 | 0 | 3 | -9 | 18 | 6
Cc1ccccc1CC(=O)Nc1ccon1 | 8 | -0.2 | 0 | 13 | -2 | -3 | 4 | 9 | 8 | -2
O=C(COc1ccc2ccc(=O)oc2c1)N1C[C@H]2C[C@@H](C1)c1cccc(=O)n1C2 | · | -0.8 | -1 | -9 | 0 | 3 | 10 | -4 | 1 | -2
COc1ccccc1C1C(C#N)=C(N)Oc2cc(C)n(Cc3ccccn3)c(=O)c21 (centres undefined) | 1&8 | ? | -5 | -14 | ? | 2 | -7 | -4 | 11 | -2
CCN(CC(=O)Nc1ccc(NC(C)=O)cc1)CC(=O)Nc1ccc(Cl)c(Cl)c1 | -10 | -0.5 | -7 | 5 | 15 | -5 | 8 | -3 | 6 | -13
COc1ccc(CNC(=O)c2cn(Cc3ccc(OC(C)=O)cc3)c(=O)s2)cc1 | · | -1.5 | -1 | -4 | -8 | · | · | -3 | · | ·
O=C(CC(=O)N/N=C/c1ccc(F)cc1)N/N=C/c1ccc(F)cc1 | i | -5.8 | 4 | -4 | ? | -6 | 11 | 0 | 33 | -13
COc1ccc(CCN=C(NS(=O)(=O)c2ccc(Cl)cc2)c2ccccc2)cc1 | 2 | · | 0 | · | · | 0 | 5 | -1 | 0 | -2
O=C(Nc1cccc(Cl)c1)Nn1cnnc1 | -5 | 0.0 | -8 | -5 | -13 | 1 | 2 | -10 | 19 | 0
O=C1c2ccccc2-c2nnc(-c3ccc(F)cc3)cc21 | -13 | -2.0 | 1 | -6 | -5 | -2 | 10 | -2 | 12 | -2

An excerpt of these results, with two lines to a compound.
Sequence of screens – SSB-PriA inh, BoNT-A LC inh2, CCHF vOTU inh, Anthrax LF prot, BoNT F protease, 3CLpro inhibitor, MazF activator, PrPC surface inh, VHR inh abs, Rv3671c inh
Cc1ccccc1CC(=O)Nc1ccon1
 : 8, -0.2, 0, 13, -2, -3, 4, 9, 8, -2
COc1ccc(CCN=C(NS(=O)(=O)c2ccc(Cl)cc2)c2ccccc2)cc1
 : 2, ·, 0, ·, ·, 0, 5, -1, 0, -2

In a second layout: entries from further up.
mol	SSB-PriA inh	BoNT-A LC inh2	CCHF vOTU inh	Anthrax LF prot	BoNT F protease	3CLpro inhibitor	MazF activator	PrPC surface inh	VHR inh abs	Rv3671c inh
CC1CCN(C(=S)NC(=O)c2ccco2)CC1	-16	2.1	11	-3	-2	4	4	1	14	-2
CCCS(=O)(=O)N1CCC(C(=O)NC2CCC(C)CC2)CC1 (centres undefined)	-7	0.0	19	0	5	2	8	5	5	-8
O=C(Nc1ccc(S(=O)(=O)NCC2CCCO2)cc1)c1ccc(F)cc1 (centres undefined)	-2	-1.1	14	-1	-9	-1	0	9	-30	-4
COc1cc(CNCc2cccs2)ccc1OCc1cccs1	-19	-0.1	5	-8	-19	3	-1	2	31	4
Cc1nc2c(ccc3nc(NC(=O)C(c4ccccc4)c4ccccc4)sc32)s1	6&1	-0.7	10	12	-9	1	-14	5	4	-147
CCCc1cc(-c2nc(-c3ccc(Cl)cc3)cs2)ccn1	-9	-1.6	-1	-6	-19	-4	-5	-10	17	-5
COc1ccc(C(=O)Nc2ccccc2C)cc1S(=O)(=O)N1CCOCC1	6	-0.6	5	1	3	-4	12	-2	-15	1
Cc1oc2ccc(NS(=O)(=O)c3cccc4cccnc34)cc2c1C(=O)OC(C)C	-7&-1	-0.1	10	0	-3	0	-3	1	5	-20
C(=N\n1cnnc1)/c1ccc(OCc2ccccc2)cc1	·	1.2	-11	0	6	4	-2	-3	15	-4

Some of the compounds tested; the hit share may differ from the screen's.
